# Bim-Bfl-1: inhibitors of Bim-Bfl-1 interaction, human. AID 1008. inhibition, % at 10 µM. Bead-based flow cytometry, Bim-Bfl-1 binding inhibition. 0.12% of 190,000 active. Q16548;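 note: 0% = wells without compound plus tracer and 100% = blocker peptide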
# RGS4-Gao reg: modulates binding of RGS4 to human Galphao; Multiplexed bead flow cytometry; actives lie on both sides; binding response (% of control), % at 10 µM; 0.33% of 220,000 active; AID 1415; in the data active = binding response below about 49% or above about 150%; inactive = in between;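 note: fluorescent Galphao activated with aluminum fluoride binding bead-coupled RGS4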
# GSH bead fluor: GSH bead compound fluorescence profile; AID 1776; fluorescence (KMESF) at 10 µM; GSH beads flow cytometry, compound fluorescence 488/530 nm; active compounds read high; 0.25% of 190,000 active; in the data active = fluorescence above about 89;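 note: glutathione beads carrying GST-tagged Bcl family fusion proteins plus one bare bead set; values are compound well signal with DMSO vehicle wells as background; inactives centre near 16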
# ABCG2 block: inhibitors of human ABCG2 transporter, ABCB1 counter-screen; 0.1% of 190,000 active; AID 1325; inhibition, % at 6.6 µM; IgMXP3 cells, JC-1 efflux, flow cytometry;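 active = inhibition above 80%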;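 note: 0% = DMSO and 100% = nicardipine control wells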
#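 Assay system – ABCG2 IgMXP3 and barcoded ABCB1 CCRF-Adr cell mix · Input – 3 million cells/mL in well · Reagent – JC-1 fluorescent substrate · Compound – single test compound dose, 6.6 µM final · Timing – 10 min exposure at 25 °C with rotation, no wash · Detection – flow cytometry of retained JC-1 fluorescence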
# Bcl-W Bim block: inhibitors of Bim-Bcl-W interaction, human; inhibition, % at 10 µM; 0.02% of 190,000 active; AID 952; bead-based flow cytometry, Bim peptide-Bcl-W binding; Q92843;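 note: 0% = bound tracer without compound and 100% = peptide blocker; higher means less fluorescent Bim peptide bound to Bcl-W beads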
# Target sequence (Q92843 whole entry, looked up): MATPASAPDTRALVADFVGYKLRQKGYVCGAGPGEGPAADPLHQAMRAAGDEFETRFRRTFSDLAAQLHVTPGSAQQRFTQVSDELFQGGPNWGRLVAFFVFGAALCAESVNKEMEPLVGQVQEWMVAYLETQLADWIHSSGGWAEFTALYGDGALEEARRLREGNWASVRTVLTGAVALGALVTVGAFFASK
# Bim-Bcl-XL: inhibitors of Bim-Bcl-XL interaction, human; Q07817; Bim peptide-Bcl-XL binding, bead flow cytometry, fluorescence; inhibition, % at 10 µM; 0.04% of 190,000 active; AID 1007
# Target sequence (Q07817 whole entry, looked up): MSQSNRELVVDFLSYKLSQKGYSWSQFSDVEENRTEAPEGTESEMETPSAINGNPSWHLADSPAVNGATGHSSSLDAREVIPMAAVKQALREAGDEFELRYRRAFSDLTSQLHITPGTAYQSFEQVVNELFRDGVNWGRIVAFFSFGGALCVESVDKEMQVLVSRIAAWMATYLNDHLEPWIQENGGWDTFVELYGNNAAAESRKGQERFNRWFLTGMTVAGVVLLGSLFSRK
# RGS7-Gao reg: human RGS7-Galphao interaction regulation; binding response (% of control), % at 10 µM; 0.35% of 220,000 active; Multiplexed bead flow cytometry, RGS7-Galphao binding; actives lie on both sides; P09471; AID 1439; in the data active = binding response below about 49% or above about 150%;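 note: fluorescent Galphao held in activated GDP-AlF4 state binding bead-coupled RGS7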
# ABCB1 inh: blocks JC-1 efflux by human ABCB1 transporter; P08183; CCRF-Adr cells, flow cytometry; inhibition, % at 6.6 µM; 0.067% of 190,000 active; AID 1326; in the data active = inhibition above about 40%;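 note: 0% = vehicle and 100% = reference inhibitor; higher value means more JC-1 retained so stronger ABCB1 efflux block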
# Bim-Bcl-2: disrupts Bim peptide binding to human Bcl-2 | Bead-based flow cytometry, Bim peptide-Bcl-2 binding | inhibition, % at 10 µM | P10415 | 0.06% of 190,000 active; in the data active = inhibition above about 40%;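 note: 0% = no compound wells with probe peptide and 100% = reference peptide inhibitor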
# Target sequence (P10415 whole entry, looked up): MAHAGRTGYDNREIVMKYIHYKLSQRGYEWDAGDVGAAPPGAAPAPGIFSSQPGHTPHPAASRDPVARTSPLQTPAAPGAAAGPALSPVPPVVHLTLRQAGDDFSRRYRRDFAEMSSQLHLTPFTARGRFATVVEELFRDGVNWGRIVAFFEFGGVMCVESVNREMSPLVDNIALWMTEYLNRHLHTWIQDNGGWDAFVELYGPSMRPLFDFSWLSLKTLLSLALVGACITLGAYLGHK
# Bcl-B Bim block: inhibitors of Bim-Bcl-B interaction, human | AID 951 | 0.073% of 190,000 active | bead-based flow cytometry, Bim peptide-Bcl-B binding | Q9HD36 | inhibition, % at 10 µM;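 note: 0% = tracer peptide without compound and 100% = reference inhibitor peptide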
# Target sequence (Q9HD36 whole entry, looked up): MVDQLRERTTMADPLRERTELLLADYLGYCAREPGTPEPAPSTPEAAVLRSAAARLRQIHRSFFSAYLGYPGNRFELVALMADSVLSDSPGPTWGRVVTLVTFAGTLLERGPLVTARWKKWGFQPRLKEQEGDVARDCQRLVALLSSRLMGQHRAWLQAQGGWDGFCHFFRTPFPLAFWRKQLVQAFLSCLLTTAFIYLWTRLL
# Avidin fluor: compound fluoresces at 488/530 nm on avidin beads. compound fluorescence 488/530 nm, flow cytometry; active compounds read high. fluorescence (KMESF) at 10 µM. 0.38% of 220,000 active; in the data active = fluorescence above about 47; note: inactives centre near 10
# An asterisk follows results filed as active; x = no result given; [ ] = remark or other dose. Cut-off read from the data, not from the text of the source, unless noted: active = inhibition above about 40%. The order is random; about 1.3% have a hit in one of these screens.
SMILES,Bim-Bfl-1,RGS4-Gao reg,GSH bead fluor,ABCG2 block,Bcl-W Bim block,Bim-Bcl-XL,RGS7-Gao reg,ABCB1 inh,Bim-Bcl-2,Bcl-B Bim block,Avidin fluor
CCN(CC)CCNC(=O)c1ccccc1C(=O)c1ncc[nH]1,-3,113,19,1,-3,0,139,0.1,-3,-4,107*
Cc1cc(NC(=O)CSc2nc(-c3ccc(Cl)cc3)cs2)no1,-1,103,15,2,0,-3,102,0.0,0,0,5
CCC(=O)NCCc1nc2ccccc2n1CC,-9,101,29,0,1,-3,98,0.2,-10,-7,7
COc1ccc(CCCc2nnc(SCC(=O)Nc3ccc(OC)cc3)o2)cc1,-4,102,13,0,-2,-2,102,-0.2,-2,-4,12
COc1ccc(CNC(=O)c2cc(-c3ccc(OC)c(OC)c3)on2)cc1,-9,95,22,4,-1,-7,90,0.6,-8,-8,18
O=C(O)c1sc2cc(C(F)(F)F)cnc2c1-c1ccccn1,-7,101,13,2,-2,-2,102,0.2,-4,-7,24
O=C(NCCCn1ccnc1)c1ccc(Cl)cc1[N+](=O)[O-],-3,95,15,3,1,-1,98,2.4,-3,-1,6
O=C(O)CCC(=O)Nc1ccc(N2CCOCC2)cc1,0,117,7,2,0,2,107,0.1,0,1,15
Cc1cc(N2CCC(C)CC2)nc2ccc(N3C(=O)CCC3=O)cc12,0,93,12,3,-2,-1,94,0.5,-4,-1,33
Cc1ccn2c(NC3CCCC3)c(-c3cccs3)nc2c1,0,100,19,18,0,3,95,1.1,0,-4,10
Cc1ccc(CNC(=O)COC(=O)c2c(C)noc2C)cc1,-13,157*[activator],29,0,-3,-7,142,0.0,-8,-9,5
Cc1cc(C)n(CC(=O)c2ccccc2)c(=O)c1C#N,-1,99,25,3,0,-3,98,0.7,0,-3,13
CCOc1ccc(NC(=O)N2CCC(NC(=O)c3ccco3)CC2)cc1,-5,100,64,1,-4,-5,102,0.2,-1,-5,13
O=C(Nc1cccc(OCC(=O)N2CCOCC2)c1)C1CCCCC1,-8,95,42,0,3,-9,97,0.0,-8,-5,3
COc1ccc(CCNC(=O)COc2ccc(S(=O)(=O)NC(C)C)cc2Cl)cc1OC,-15,102,13,5,-5,-2,98,0.6,-6,-6,12
CC(=O)c1ccc(-c2nnc(CCC(=O)N(C)Cc3cnc4ccccn34)o2)s1,4,107,18,0,2,-2,105,0.2,0,-2,5
Cn1c(NCCN2CCCCC2)cc(=O)n(C)c1=O,-10,102,14,0,-5,-9,104,0.0,-14,-6,31
CCOC(=O)CSc1nc(-c2ccccc2)nc2ccc(F)cc12,-19,99,22,17,0,-7,98,0.1,-12,-7,24
Cc1cc(Br)ccc1NC(=O)CN1C(=O)CCC1=O,-12,96,7,2,2,-3,99,0.3,-8,-2,9
OCc1nc2ccccc2n1C/C=C/c1ccccc1,-11,106,17,2,-2,-5,108,0.5,-12,-6,9
Cn1c(=O)oc2cc(S(=O)(=O)Nc3ccc4c(c3)OCO4)ccc21,3,101,21,6,0,1,100,2.6,0,0,10
CC(=O)OCC(=O)Nc1ccccc1C,8,92,12,2,2,2,89,0.1,2,0,7
CCNC(=S)NNc1nc(N2CCOCC2)nc(N2CCOCC2)n1,5,102,25,-2,0,1,107,-0.8,3,1,15
O=C(c1ccccc1)c1nccc2ccccc12,0,101,7,5,-2,-5,104,0.7,-3,-3,13
COC(=O)c1sccc1NC(=O)c1c(C)cc(=O)oc1C,-2,92,8,2,-1,-1,94,0.5,0,0,13
CCOC(=O)c1c(N)sc(C(O)(C(F)(F)F)C(F)(F)F)c1-c1ccc(OC)cc1OC,7,101,33,9,-5,-4,100,0.7,-1,0,11
COc1ccc(CN2CCN(C(C)C)C(CCO)C2)cc1Cn1cncn1 (stereo unspecified),-6,98,10,1,1,0,100,0.6,-4,-4,2
COc1ccccc1NS(=O)(=O)c1cccc2cccnc12,-7,101,17,-2,3,-1,103,-1.5,-12,-8,7
O=C(CNC(=O)c1ccccc1C(=O)O)c1ccccc1,-2,101,12,-1,-2,-7,102,0.1,0,-4,21
CCOC(=O)N1CCC(N2Cc3cccc(C(=O)NC(C)c4ccc5c(c4)OCCO5)c3C2=O)CC1 (stereo unspecified),-10,104,23,4,-1,-7,104,12,-9,-8,7
O=C1OC(C(=O)O)Cc2ccccc21 (stereo unspecified),8,105,22,3,1,1,101,-0.1,4,5,6
Nc1ncnc2c1ncn2CCN1CCCCC1,-2,107,30,3,-3,-8,105,0.5,-2,-2,10
COc1ccc(CCNc2oc(-c3ccc(OC)c(OC)c3)nc2P(=O)(OC)OC)cc1OC,0,102,6,9,-1,-2,102,0.7,-1,-1,2
COCCNC(=O)C(=O)Nc1ccc(Cl)cc1C,0,100,19,2,3,-2,95,0.5,-1,-11,7
O=c1nc(N2CCCC2)nc(Nc2ccccc2)[nH]1,-9,98,24,1,-1,-3,101,0.1,-8,-8,16
c1ccc(COc2ccc(CNCc3cccnc3)cc2)cc1,-1,102,19,3,2,1,105,1.0,0,1,10
COc1ccc(NS(=O)(=O)c2ccc(O)c(NC(=O)c3ccc(S(=O)(=O)N4CCCCCC4)cc3)c2)cc1,-1,101,8,3,-1,-2,102,5.1,-2,0,14
C/C(=N\O)c1ncc(C(F)(F)F)cc1Cl,-5,96,17,-1,-2,-5,95,0.2,-8,-6,6
CCc1ccc2oc(-c3ccc(N)cc3)nc2c1,-2,100,26,2,-3,-2,102,0.3,-3,0,14
Cc1sc2ncnc(OCC(=O)Nc3ccc4c(c3)OCCO4)c2c1C,-10,103,14,5,0,-6,101,0.7,-11,-8,8

# 13 entries from above, sorted by count of non-hydrogen atoms, low to high.
SMILES,Bim-Bfl-1,RGS4-Gao reg,GSH bead fluor,ABCG2 block,Bcl-W Bim block,Bim-Bcl-XL,RGS7-Gao reg,ABCB1 inh,Bim-Bcl-2,Bcl-B Bim block,Avidin fluor
C/C(=N\O)c1ncc(C(F)(F)F)cc1Cl,-5,96,17,-1,-2,-5,95,0.2,-8,-6,6
O=C(c1ccccc1)c1nccc2ccccc12,0,101,7,5,-2,-5,104,0.7,-3,-3,13
Cn1c(NCCN2CCCCC2)cc(=O)n(C)c1=O,-10,102,14,0,-5,-9,104,0.0,-14,-6,31
OCc1nc2ccccc2n1C/C=C/c1ccccc1,-11,106,17,2,-2,-5,108,0.5,-12,-6,9
O=C(CNC(=O)c1ccccc1C(=O)O)c1ccccc1,-2,101,12,-1,-2,-7,102,0.1,0,-4,21
O=C(O)c1sc2cc(C(F)(F)F)cnc2c1-c1ccccn1,-7,101,13,2,-2,-2,102,0.2,-4,-7,24
CCOC(=O)CSc1nc(-c2ccccc2)nc2ccc(F)cc12,-19,99,22,17,0,-7,98,0.1,-12,-7,24
O=C(Nc1cccc(OCC(=O)N2CCOCC2)c1)C1CCCCC1,-8,95,42,0,3,-9,97,0.0,-8,-5,3
COc1ccc(CNC(=O)c2cc(-c3ccc(OC)c(OC)c3)on2)cc1,-9,95,22,4,-1,-7,90,0.6,-8,-8,18
COc1ccc(CCCc2nnc(SCC(=O)Nc3ccc(OC)cc3)o2)cc1,-4,102,13,0,-2,-2,102,-0.2,-2,-4,12
COc1ccc(CCNC(=O)COc2ccc(S(=O)(=O)NC(C)C)cc2Cl)cc1OC,-15,102,13,5,-5,-2,98,0.6,-6,-6,12
CCOC(=O)N1CCC(N2Cc3cccc(C(=O)NC(C)c4ccc5c(c4)OCCO5)c3C2=O)CC1 (stereo unspecified),-10,104,23,4,-1,-7,104,12,-9,-8,7
COc1ccc(NS(=O)(=O)c2ccc(O)c(NC(=O)c3ccc(S(=O)(=O)N4CCCCCC4)cc3)c2)cc1,-1,101,8,3,-1,-2,102,5.1,-2,0,14

# Remaining list, next part
SMILES,Bim-Bfl-1,RGS4-Gao reg,GSH bead fluor,ABCG2 block,Bcl-W Bim block,Bim-Bcl-XL,RGS7-Gao reg,ABCB1 inh,Bim-Bcl-2,Bcl-B Bim block,Avidin fluor
CCc1ccc(S(=O)(=O)NCc2cn3cccc(C)c3n2)s1,0,99,22,0,-1,-1,97,0.2,0,1,38
O=C(c1ccc(Cl)c(S(=O)(=O)Nc2ccccc2C(=O)N2CCc3ccccc3C2)c1)N1CCc2ccccc2C1,-18,83,9,-6,0,-4,80,0.7,-9,-1,13
Cc1ccc(N2Cc3ccccc3C2=S)cc1,-2,103,13,1,0,0,107,-0.5,-4,-4,11
Cc1cccc(N(C)C(=S)Oc2ccc3ccccc3c2)c1,1,105,21,1,0,-1,101,-0.1,-2,-4,8
CCCc1nc(SCC(=O)N2c3ccccc3CC2C)c2c(C)c(C)sc2n1 (stereo unspecified),-17,96,34,42,0,-10,96,4.7,-10,-18,14
CC(C)OP(=O)(OC(C)C)C1(O)C(=O)Nc2ccc(Br)cc21 (stereo unspecified),-9,104,14,9,1,0,102,1.5,-9,-6,14
CCCN1C(=O)c2ccc(C(=O)NC3=NCCS3)cc2C1=O,-2,89,28,12,-4,-3,92,0.9,-1,-2,13
Cc1c(C(=O)O)c(=O)n(-c2ccccc2)n1-c1ccccc1,3,101,12,0,4,-1,101,-0.4,0,-4,23
O=C(O)C1CC=CCC1C(=O)Nc1ccc(F)c(F)c1 (stereo unspecified),0,90,16,3,0,-1,92,0.4,0,0,13
O=C(Cn1ncc2c(=O)oc3ccccc3c21)NC1CC1,-17,108,31,5,-1,-8,109,0.6,-8,-8,13
O=C(Nc1ccc(-c2nc3ccccc3[nH]2)cc1)c1cccc(N2C(=O)CCC2=O)c1,-3,99,5,-2,-4,-6,100,-0.5,-4,-10,15
COc1ccc([C@H]2[C@H](C(C)=O)N3N=Cc4ccccc4C3C23C(=O)OC(C)(C)OC3=O)cc1 (stereo partly specified),-6,102,11,2,-2,-5,102,-0.2,-5,-6,13
CCOc1ccc(C(C)NC(=O)Cc2ccccc2)cc1OCC (stereo unspecified),-1,100,12,-2,-5,-6,100,x,-4,-6,6
Cc1c(NN=C(C#N)C#N)c(=O)n(-c2ccccc2)n1C,0,102,11,-10,-1,-3,100,-3.4,-5,-4,9
CCOc1cc(Br)ccc1S(=O)(=O)N1CCC(C(N)=O)CC1,-2,99,13,7,-2,-2,100,1.5,0,-6,2
Cc1cc(C(=O)CCl)c(C)n1-c1cccc(S(=O)(=O)N2CCOCC2)c1,-1,105,13,7,-2,-3,107,2.4,-1,0,9
CCCCCCn1c(SCCCC)nc2c1c(=O)[nH]c(=O)n2C,-10,101,22,3,1,-2,103,0.5,-2,0,4

# RGS4-Gao reg, entries above that show a hit
Compound | Bim-Bfl-1 | RGS4-Gao reg | GSH bead fluor | Bcl-W Bim block | Bim-Bcl-XL | RGS7-Gao reg | ABCB1 inh | Bim-Bcl-2 | Bcl-B Bim block | Avidin fluor
Cc1ccc(CNC(=O)COC(=O)c2c(C)noc2C)cc1 | -13 | 157*[activator] | 29 | -3 | -7 | 142 | 0.0 | -8 | -9 | 5

# Only RGS7-Gao reg, for some of the entries so far:
SMILES	RGS7-Gao reg
CCCN1C(=O)c2ccc(C(=O)NC3=NCCS3)cc2C1=O	92
Cc1c(C(=O)O)c(=O)n(-c2ccccc2)n1-c1ccccc1	101
